# Source: PubChem BioAssay
# NR2E3 ag-1 – agonists of human nuclear receptor NR2E3; Q9Y5X4; GST-NR2E3/biotin-RetCOR TR-FRET, 1536-well; inhibition of corepressor binding, % at 4.78 µM; 320,000 tested, 0.12% active; AID 2300;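 active = percent inhibition above the cutoff of mean plus 3 SD of all tested compounds, set per screening campaign, cut at about 20% in these data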;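 also: 0% = DMSO wells and 100% = biotin wells as full block of FRET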
# Target sequence (Q9Y5X4 whole entry, looked up): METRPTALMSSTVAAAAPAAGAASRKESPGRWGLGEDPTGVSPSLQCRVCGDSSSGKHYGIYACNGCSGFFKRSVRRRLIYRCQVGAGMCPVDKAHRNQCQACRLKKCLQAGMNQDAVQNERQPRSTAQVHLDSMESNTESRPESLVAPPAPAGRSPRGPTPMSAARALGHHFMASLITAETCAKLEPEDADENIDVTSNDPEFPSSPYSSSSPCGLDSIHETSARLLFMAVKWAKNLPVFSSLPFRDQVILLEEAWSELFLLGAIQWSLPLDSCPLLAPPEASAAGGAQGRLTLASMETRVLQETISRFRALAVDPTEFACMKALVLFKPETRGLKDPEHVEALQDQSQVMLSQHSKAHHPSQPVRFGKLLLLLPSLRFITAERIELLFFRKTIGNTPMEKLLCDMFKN
#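 Test system – NR2E3–RetCOR corepressor complex · Quantity – NR2E3 fusion 1.35 nM · Buffer or medium – Tris pH 7.5 · Incubation – Compound–protein incubation for 5 h at 4 °C · Technique – TR-FRET, Eu(K)-anti-GST donor, streptavidin-D2 acceptor, ex 340, em 617/671 nm · Evaluation – percent inhibition of 671/617 nm emission ratio versus biotin and DMSO controls · Plate – 1536-well format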
# CF NFkB block – blocks PAF-induced NF-kB reporter in cystic fibrosis cells | KKLEB NF-kB-GFP reporter, GFP fluorescence overnight | inhibition, % at 5 µM | 360,000 tested, 0.86% active;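 active = at least 50% inhibition at 5 µM, scaled per plate between neutral and stimulator controls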;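 also: PAF is a Pseudomonas aeruginosa culture filtrate used as stimulus; plate controls were PAF-stimulated DMSO wells for no effect and unstimulated DMSO wells for full effect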
# KKLEB tox – counter-screen for CF NF-kB inhibitors: cytotoxicity | KKLEB CF airway cells viability, ATPlite luminescence, overnight; hits give low values; cells stimulated with P. aeruginosa culture filtrate | activity change (cytotoxicity), % at 5 µM | 360,000 tested, 0.36% active;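 active = corrected activity change at or below -50% at 5 µM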
# hiPSC survival – enhancers of human iPSC single-cell survival. hiPSC single-cell survival, ATPlite luminescence; 100% = ROCK inhibitor wells, 0% = DMSO. survival enhancement, % at 20 µM. 360,000 tested, 0.044% active; in the data active = survival enhancement above about 18%;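 also: cells exposed to compounds for 16 hours before the ATP read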
# LMP1 NFkB inh – reduces LMP1-driven NF-kappaB luciferase signal; LMP1-induced NF-kappaB luciferase reporter cells, luminescence; AID 504558; inhibition, % at 12.5 µM; 350,000 tested, 0.69% active; in the data active = inhibition above about 41%;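 also: 0% = neutral control wells and 100% = reference inhibitor control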
# HIF-2a block – HIF-2a inhibition; 786-0 RCC cells HIF-2a reporter, luciferase luminescence, overnight; inhibition, % at 18.8 µM; 360,000 tested, 0.72% active;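 active = inhibition of the luminescence signal of 40% or more relative to plate controls, in a single-dose primary screen at 18.75 µM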
# MITF TRPM1 inh – MITF TRPM1 promoter inhibition in SK-MEL-5 cells; SK-MEL-5 TRPM1 promoter luciferase, 24 h; inhibition, % at 12.5 µM; 330,000 tested, 0.83% active;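 active = mean inhibition across replicates of 60% or more, whatever share of single replicates reaches that level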; also: values of inactives mirror those of a sister screen read the other way
# Shn3 inh set2 – reduces Shn3 3'UTR luciferase signal in osteoblasts | AID 588674 | inhibition, % at 12.5 µM | Clone20 osteoblast Shn3 3'UTR firefly luciferase, 24 h | 360,000 tested, 0.52% active;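 active = mean inhibition of at least 75% with every replicate also reaching 75%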;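 also: 0% = median of neutral control wells and 100% = pilot-screen positive control compound; some compounds past the cut are filed as inactive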
# TRAIL sens C8 – sensitizes caspase-8 expressing cells to TRAIL | NB7+C8 cells + TRAIL, ATPlite viability luminescence | inhibition (viability loss, TRAIL sensitization), % at 10 µM | 360,000 tested, 1% active;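 active = compounds causing at least 50% loss of cell viability in the single-dose screen, relative to plate controls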
# Peg3 prom inh – reduces Peg3 promoter-driven luciferase expression in HeLa; HeLa PEG-Prom luciferase reporter, luminescence, overnight; inhibition, % at 20 µM; 360,000 tested, 1.7% active;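 active = inhibition of at least 50% at 20 µM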
# NR2E3 ag-2 – agonists of human NR2E3 nuclear receptor | AID 602229 | inhibition of corepressor binding, % at 3.98 µM | Q9Y5X4 | CHO-S Gal4-NCOR/VP16-NR2E3 two-hybrid, luciferase | 360,000 tested, 0.35% active;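 active = inhibition above the mean of all tested compounds plus 3 SD, cut at about 70% in these data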;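 also: 0% = DMSO with NR2E3 transfected cells and 100% = cells lacking NR2E3 construct; higher means lower luciferase signal from less NR2E3 corepressor binding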
# * marks the source's active call; other numbers are inactive results; x = no result given. The list is partial (hit frequency here may not be typical).
# Each structure is followed by: NR2E3 ag-1	CF NFkB block	KKLEB tox	hiPSC survival	LMP1 NFkB inh	HIF-2a block	MITF TRPM1 inh	Shn3 inh set2	TRAIL sens C8	Peg3 prom inh	NR2E3 ag-2
- Cc1ccc(C(=O)NNC(=O)c2cc3ccccc3cc2O)cc1
  -2	3	-10	-0.2	9	-82	-13	-32	5	-79	-52
- CCS(=O)(=O)NCC(c1cccnc1)N1CCN(c2ccccc2)CC1 (configuration not stated)
  2	44	-26	-3.9	-7	8	x	-11	-4	-14	19
- Oc1oc(-c2ccccc2Br)nc1/C=N/c1ccccn1
  -2	-6	7	-1.3	-1	-152	-49	-83	4	-157	-112
- CC(C)(O)CC[C@@H](O)[C@](C)(O)C1CC[C@@]2(O)C3=CC(=O)[C@@H]4C[C@@H](O)[C@@H](O)C[C@]4(C)C3CC[C@]12C (some centres not stated)
  x	-21	29	-2.4	-5	9	-2	-16	7	-3	12
- S=c1[nH]nc(CSc2nc3ccccc3s2)o1
  3	-2	5	3.4	-18	-6	17	9	12	-1	-15
- CCCNC(=O)COc1coc(CN2CCN(c3ccccc3OC)CC2)cc1=O
  0	6	-4	0.3	3	3	-2	-14	15	8	-14
- CC(=O)c1ccccc1N(C(=O)c1ccco1)C(C(=O)NC1CCCC1)c1ccc(C)cc1 (configuration not stated)
  2	12	-3	-0.1	-1	14	-8	-4	-5	15	-1
- Nc1nn(-c2ccccc2)nc1C(=O)OCc1ccccc1F
  1	-24	10	0.3	-28	-249	0	-16	-4	-214	-51
- CCN(CC)CCOC(=O)c1cccc2c1-c1ccccc1C2O (configuration not stated)
  1	-8	-8	-0.1	-2	15	-1	13	-19	11	18
- O=C1C=C(c2ccc(-c3ccccc3)cc2)C[C@@H](c2ccc3c(c2)OCO3)C1
  1	46	-22	-1.2	1	-17	-29	-1	11	9	-41
- CCCC(=O)NCCCc1nc2ccccc2n1CCC
  0	-3	-6	0.8	-3	14	-8	17	1	0	0
- O=Cc1cc([N+](=O)[O-])ccc1N1CCN(Cc2ccc3c(c2)OCO3)CC1
  1	0	0	-0.7	7	23	19	27	-18	9	-13
- Cc1ccc2oc(=O)c3cnn(CC(=O)N4CCCc5ccccc54)c3c2c1
  3	2	-5	1.6	-4	0	x	2	11	2	24
- S=C(Nc1ccc(Cl)cc1Cl)N1CCCCC1
  -1	-11	-3	-1.2	-1	-92	-18	-8	16	-103	-42
- COc1ccc(CSc2nc(N3CCOCC3)c3c(c2C#N)CC(C)(C)OC3)cc1
  -2	26	-15	1.1	-10	14	-25	23	33	14	-6

# Reprinted from the part before: 2 compounds, then new ones.
# Each structure is followed by: NR2E3 ag-1	CF NFkB block	KKLEB tox	hiPSC survival	LMP1 NFkB inh	HIF-2a block	MITF TRPM1 inh	Shn3 inh set2	TRAIL sens C8	Peg3 prom inh	NR2E3 ag-2
- S=C(Nc1ccc(Cl)cc1Cl)N1CCCCC1
  -1	-11	-3	-1.2	-1	-92	-18	-8	16	-103	-42
- COc1ccc(CSc2nc(N3CCOCC3)c3c(c2C#N)CC(C)(C)OC3)cc1
  -2	26	-15	1.1	-10	14	-25	23	33	14	-6
- O=C(C(Cc1ccccc1)n1cccc1)N1CCN(c2ncccn2)CC1 (configuration not stated)
  -4	20	1	0.6	-2	4	-1	29	7	21	-22
- NCc1nc(-c2ccc(Cl)cc2)no1
  -2	-7	9	2.9	4	-5	4	-16	-5	-8	-4
- CCN(CC)CCCNC(=O)C1c2ccccc2C(=O)N1Cc1ccc(C)cc1 (configuration not stated)
  5	-1	6	-0.6	6	-4	-3	4	-4	-6	-9
- CC(=O)c1c(O)cc(C(C)C)n(-c2ccccc2)c1=O
  0	2	10	0.5	6	10	3	-6	-2	2	-20
- COc1ccc(NC(=O)N2CCCC2C(=O)NC23CC4CC(CC(C4)C2)C3)cc1 (configuration not stated)
  -1	-1	-8	-0.4	0	10	3	-12	-24	8	7
- CN(C)CCCN1C(=O)c2cc3ccccc3cc2C1=O
  -1	-3	-4	-0.6	-5	16	-5	10	-21	3	-7
- N#CC1=C(N2CCOCC2)/C(=C\c2ccccc2)CC1
  1	-6	6	4.9	-3	16	-1	23	-1	21	-27
- CCOC(=O)CSc1nc(C)[nH]c1[N+](=O)[O-]
  2	-3	1	3.4	10	19	0	20	-2	5	4
- Cc1cccc(-c2cc3nc4c(c(N5CCC6(CC5)OCCO6)n3n2)CCCC4)c1
  -1	-9	-8	-2.2	4	-114	-84	-92	33	-86	-13
- O=C(NCC(c1ccco1)N1CCCCC1)c1ccc(NS(=O)(=O)c2ccc(F)cc2)cc1 (configuration not stated)
  -5	-1	4	-0.5	-3	5	11	22	-14	21	-33
- O=S(OCCN1CCOCC1)C(c1ccccc1)c1ccccc1 (configuration not stated)
  x	-8	0	2.9	0	-4	-3	-4	-4	-1	-2
- CCOCc1nnc(NC(=O)c2cc(OC)c(OC)c(OC)c2)s1
  -2	-21	6	0.6	-4	1	8	9	-3	6	11
- O=C(c1ccc(F)cc1)N1CCN(c2ccc(N3CCOCC3)nn2)CC1
  2	-16	2	-0.7	-3	16	0	70	-11	6	-19
- Cc1cc(Cl)ccc1OCC(=O)NCc1ccncc1
  3	-11	5	0.2	-1	-84	-13	-8	1	-59	-31
- Cc1ccnc(NS(=O)(=O)c2ccc(NC(=O)c3c(-c4ccccc4Cl)noc3C)cc2)n1
  4	6	7	-0.4	4	15	10	-4	-4	17	5
- CC(C)c1nc(SCC(=O)Nc2ccc(N3CCOCC3)cc2)c2ccccc2n1
  -1	4	-14	-3.9	14	27	11	11	-9	5	19
- COc1ccc(C(O)c2nc(/C=C/c3ccc(C(F)(F)F)cc3)cs2)cc1 (configuration not stated)
  x	0	-3	-1.4	x	-9	x	11	-6	0	11
- CC(=O)Nc1nc2ccccc2n1CCOc1ccccc1
  0	0	-12	-1.7	2	23	9	-1	52*	16	5
- O=C(NCC(c1ccco1)N1CCN(c2ccccc2F)CC1)c1ccco1 (configuration not stated)
  0	1	-15	-0.2	0	-1	6	-3	5	-2	16
- O=C(NCc1ccco1)C(c1cccs1)N(C(=O)Cc1cccs1)c1ccccc1 (configuration not stated)
  3	-3	7	-1.7	-6	10	4	11	-4	28	7
- CC(C)c1ccc(NC(=O)NC(C)c2ccc3c(c2)OCO3)cc1 (configuration not stated)
  2	0	-4	-0.2	-2	-10	-1	4	-8	-1	15
- CCCC(=O)Nc1ccc(C(=O)Nc2nnc(COCC)s2)cc1
  2	0	6	-1.4	2	0	7	8	16	15	2
- CCC(C)(C)n1nnnc1C(c1ccc(C)cc1)N1CCCC1 (configuration not stated)
  5	4	2	-1.2	1	5	-3	-14	-10	4	-20
- CC1=C(c2ccc(C(C)C)cc2)S(=O)(=O)N=C1N1CCN(C(=O)c2ccco2)CC1
  -2	-1	-6	1.8	0	-5	-5	2	16	-76	-8
- CCN(CC)CCCNC(=O)c1sc2ncn(CC(=O)Nc3ccc(C)c(Cl)c3)c(=O)c2c1C
  -1	-17	-6	1.1	12	2	-23	3	2	36	4
- COc1cc(C2C(C#N)=C(C)NC3=C2C(=O)CC(C)(C)C3)cc(OC)c1O (configuration not stated)
  3	6	5	-1.8	-5	11	9	-16	-8	9	2
- Cc1cc(C(=O)N2CCN(c3ccccc3)CC2)no1
  -1	-2	5	-0.2	5	-4	-15	-20	9	1	-15
- COc1ccc(C(=O)N(CCCO)C(C)C(=O)NC2CCCCC2)cc1OC (configuration not stated)
  2	6	-12	1.2	4	0	7	20	-20	22	8
- Cc1csc(NC(=O)c2cc3ccccc3o2)n1
  1	-27	3	-3.6	15	-45	-5	-65	65*	-115	-146
- Cc1ccc(Cn2cccc(NC(=O)NC3CCCCC3)c2=O)cc1
  1	4	-12	-1.3	7	-6	5	18	2	-21	-3

# Gathered by group, the entries above with two or more sulfur atoms
# Each structure is followed by: NR2E3 ag-1	CF NFkB block	KKLEB tox	hiPSC survival	LMP1 NFkB inh	HIF-2a block	MITF TRPM1 inh	Shn3 inh set2	TRAIL sens C8	Peg3 prom inh	NR2E3 ag-2
- S=c1[nH]nc(CSc2nc3ccccc3s2)o1
  3	-2	5	3.4	-18	-6	17	9	12	-1	-15
- O=C(NCc1ccco1)C(c1cccs1)N(C(=O)Cc1cccs1)c1ccccc1 (configuration not stated)
  3	-3	7	-1.7	-6	10	4	11	-4	28	7

# Continued.
# Each structure is followed by: NR2E3 ag-1	CF NFkB block	KKLEB tox	hiPSC survival	LMP1 NFkB inh	HIF-2a block	MITF TRPM1 inh	Shn3 inh set2	TRAIL sens C8	Peg3 prom inh	NR2E3 ag-2
- COc1cc(NC(=O)C(C)Oc2ccccc2)ccc1NC(=O)COc1ccccc1 (configuration not stated)
  6	12	-4	-0.3	13	5	3	13	10	6	-10
- S=C(Nc1ccccc1)N1CCCCCCC1
  -3	-13	-2	-0.7	-9	5	2	1	1	5	-5
- COc1ccc(S(=O)(=O)N2CC(O)CC2C(=O)OCC(=O)Nc2ccc(Cl)cn2)cc1 (configuration not stated)
  0	-4	5	-1.0	5	6	4	1	-3	-1	-16
- COc1cccc2c1OCC(C(=O)O)C2 (configuration not stated)
  0	-3	-9	1.2	0	10	6	-27	-14	-18	1
- Cn1c(=O)c2c(nc(NC3CCCC3)n2C)n(C)c1=O
  -2	-1	3	-0.4	-5	16	1	19	-2	19	-4
- C#CCSc1nc(-c2cccs2)ccc1C#N
  0	5	-17	-1.5	-9	-5	1	-9	3	-25	-56
- CC(C)Cc1nc(SCC(=O)N2CCOCC2)c2c(=O)n(C)c(=O)n(C)c2n1
  0	-10	2	-0.4	-9	11	-9	4	-1	6	-1
- O=C(Nc1ccc(F)c(Cl)c1)c1cncs1
  -1	-9	4	0.0	8	-5	8	4	9	1	9
- CC(=O)CN1C(=O)NC(c2ccccc2)(c2ccccc2)C1=O
  0	4	5	-0.5	4	11	-9	4	-15	8	-5
- CN1C[C@@H]2[C@@H]3C(=O)N(Cc4ccccc4)C(=O)[C@@H]3[C@](C)(C1=O)N2C(=O)c1ccc(Br)cc1
  x	0	-1	-1.3	0	1	-16	-14	-6	2	1
- CN1CC(=O)N(CCOc2ccccc2)C1=O
  2	-7	4	1.6	0	-8	5	-3	-9	-13	-13
- O=C(CSc1ccccc1)NCc1ccccc1
  4	9	-6	-0.8	-13	-96	-34	-29	0	-82	-36
- CCSc1nnc(NC(=O)Cn2cnc3c2c(=O)n(C)c(=O)n3C)s1
  -2	13	-6	0.0	7	14	22	1	-11	11	-4
- COCOc1cccc(CN2CCC2(C)C(=O)Nc2cc(OC)ccc2OC)c1 (configuration not stated)
  x	38	-8	-0.2	x	3	x	34	1	12	-25
- COc1ccccc1NC(=O)/C(C#N)=C/c1cc([N+](=O)[O-])ccc1N1CCCC1
  -2	-14	3	0.1	15	19	-3	-25	7	26	0
- CC(=O)Nc1cccc(N2C(=O)CC(Cc3ccccc3)C2=O)c1 (configuration not stated)
  -2	-1	-12	-1.8	-5	16	17	1	-5	7	-15
- CCCCC(=O)NC(=S)Nc1ccccc1C(=O)Nc1ccccc1
  3	-10	2	-2.7	-5	-15	-11	-28	-4	-30	-22
